PI5P4Ka inh = blocks human PI5P4K alpha kinase activity | AID 652105 | PI5P4Kalpha enzyme, ADP-Glo luminescence, 60 min; stronger effect = lower value | P48426 | max response, % | actives 1.2% (n = 330,000); active = max response of -50% or lower; inconclusive = between -30% and -50%; inactive = -30% or higher; also: value at the top dose of about 77 µM; % is scaled to controls: 0 for no effect and ±100 for the full control effect
Target sequence (P48426 whole entry, looked up): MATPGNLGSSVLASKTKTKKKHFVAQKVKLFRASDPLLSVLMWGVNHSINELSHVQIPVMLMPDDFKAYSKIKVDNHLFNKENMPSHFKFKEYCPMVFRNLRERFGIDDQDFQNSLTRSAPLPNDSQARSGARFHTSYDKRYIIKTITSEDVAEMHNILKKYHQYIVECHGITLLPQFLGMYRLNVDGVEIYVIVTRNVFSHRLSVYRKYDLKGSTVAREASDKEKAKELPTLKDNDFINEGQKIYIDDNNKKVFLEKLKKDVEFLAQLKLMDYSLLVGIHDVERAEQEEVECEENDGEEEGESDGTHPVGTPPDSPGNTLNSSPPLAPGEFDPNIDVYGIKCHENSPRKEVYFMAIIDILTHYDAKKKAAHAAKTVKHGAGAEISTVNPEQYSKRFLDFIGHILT
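qHTS, 1536-well: enzyme/substrate mix, compound by pin tool, 5 microM ATP final; RT 60 min; ADP-Glo reagents 1 (45 min) then 2 (30 min); luminescence.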
GLP1R inv ag = acts as inverse agonist at human GLP-1 receptor | actives 1.6% (n = 410,000) | Potency, µM (doses to about 38.3 µM), without a hit: at the top dose activity change, negative = inhibition, actives largely listed as inhibitors | HEK293 GLP-1R CRE-luciferase, luminescence, 24 h; GLP-1R form is constitutively active | P43220; also: potency is read from the fitted curve at half-maximal effect; % is scaled to controls: 0 for no effect and ±100 for the full control effect; nearly all actives have a fitted effect of over 55% in size
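Using stably transfected HEK293 (constitutively active GLP-1R, cAMP-luciferase reporter), compounds were incubated 24 hr and luciferase measured by luminescence.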
IL-2 act = IL-2 activation; activation, % (series mostly up to about 46 µM); IL-2 activation reporter assay, cell-based qHTS; stimulated with anti-CD3/CD4/CD28 beads; in transgenic mouse T cells; actives 0.065% (n = 360,000); in the data active = activation above about 50%; inconclusive = mostly about 30% to 49%; also: 0% is about no effect
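Unstimulated transgenic mouse T cells, 750 per well, received compound and, after 60 minutes, anti-CD3/anti-CD4 bead plus anti-CD28 stimulation. EGFP and DsRed were quantified after 18 hours.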
PLK1 PBD inh = PLK1 (human) polo-box domain binding inhibition. actives 2.8% (n = 360,000). Plk1 PBD binding of FITC phosphopeptide, fluorescence polarization. AID 720504. Potency, µM, for inactives: max response, negative = inhibition, hits mostly inhibitors. P53350; also: potency is read from the fitted curve at half-maximal effect; series mostly up to about 57 µM; % is scaled to controls: 0 for no effect and ±100 for the full control effect; nearly all actives have a fitted effect of over 65% in size
Target sequence (P53350 whole entry, looked up, the tested form may be a part): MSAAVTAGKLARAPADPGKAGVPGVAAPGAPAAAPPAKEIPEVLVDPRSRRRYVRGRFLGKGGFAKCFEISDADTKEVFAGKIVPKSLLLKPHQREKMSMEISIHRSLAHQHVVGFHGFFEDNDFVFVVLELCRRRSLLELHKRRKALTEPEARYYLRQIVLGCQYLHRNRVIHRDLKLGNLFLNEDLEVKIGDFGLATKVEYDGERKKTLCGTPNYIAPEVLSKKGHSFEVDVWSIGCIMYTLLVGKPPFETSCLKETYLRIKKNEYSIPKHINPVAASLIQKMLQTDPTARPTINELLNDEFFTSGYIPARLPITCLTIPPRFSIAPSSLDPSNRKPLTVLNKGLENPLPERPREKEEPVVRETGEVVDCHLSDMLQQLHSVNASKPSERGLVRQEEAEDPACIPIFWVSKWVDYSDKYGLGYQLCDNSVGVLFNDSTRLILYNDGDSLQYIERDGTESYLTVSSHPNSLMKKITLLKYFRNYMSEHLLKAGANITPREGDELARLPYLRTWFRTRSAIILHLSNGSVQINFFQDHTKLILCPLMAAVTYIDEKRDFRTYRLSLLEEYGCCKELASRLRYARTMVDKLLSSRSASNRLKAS
EPAC1 ag = agonists of human EPAC1; O95398; EPAC1 agonist qHTS, biochemical assay; response scale: 100% = response to 6.5 mM cAMP; Potency, µM (top dose mostly 154 µM), for inactives: top-dose activation, most hits filed as activators; actives 0.073% (n = 360,000); AID 720707; also: potency is read from the fitted curve at half-maximal effect; nearly all actives have a fitted effect of over 60% in size
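Nucleotide exchange by EPAC1 (100 nM) on Rap1B–BODIPY-GDP (250 nM) in the presence of 50 uM GDP is tracked fluorescently at 480/540 nm over 30 min. Signals are normalized to a 6.5 mM cAMP control.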
EPAC1 antag = EPAC1 (human) antagonism | AID 720709 | actives 0.14% (n = 360,000) | EPAC1 GEF assay, Rap1b-BODIPY-GDP exchange fluorescence | Potency, µM (titrated, usually from 115 µM), for inactives: at the top dose activity change, negative = inhibition, usual class: inhibitors | O95398;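 also: potency is read from the fitted curve at half-maximal effect; plate controls were vehicle for no effect and positive control for full effect; nearly all actives have a fitted effect of over 50% in size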
PTHR1 ag = PTHR1 (human) receptor agonism | actives 0.075% (n = 410,000) | Potency, µM (series often up to 115 µM), without a hit: at the highest dose activation, usual class: activators | AID 743266 | Q03431 | HEK293 GP2 PTHR1 cells, GloSensor cAMP luminescence, 1 h; also: potency is read from the fitted curve at half-maximal effect; nearly all actives have a fitted effect of over 55% in size; some results filed as inactive show a strong effect at the top dose; inactives centre near -15; many of its hits are not listed in these tables
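HEK-293-derived GP2 cells expressing PTHR1 and a GloSensor cAMP reporter, 3,000/well, plated overnight, given luciferin plus IBMX (each 0.5 mM as added) for 1 h at 37 °C, then compound for 1 h at 37 °C. Luminescence was read after 15 min at room temperature.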
HEK293 tox = cytotoxicity in counter-screen for GLP-1R inverse agonists; HEK293 cAMP-luciferase reporter cells, luminescence, 24 h; Potency, µM (titrated, usually from 38.3 µM), for the others: at the highest dose activity change, negative = inhibition, hits mostly inhibitors; actives 0.13% (n = 410,000); AID 624418;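 also: loss of luciferase light is scored as toxicity; potency is read from the fitted curve at half-maximal effect; % is scaled to controls: 0 for no effect and ±100 for the full control effect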
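Step one: seed cells (200 cells/uL, DMEM with 10% Nu serum, 1% pen-strep). Step two: 12-hour incubation at 37 deg C. Step three: pin 23 nL compound, incubate 24 hr. Step four: add luciferase reagent, read luminescence 12 min later.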
GLP1R ag = activates the human GLP-1 receptor; P43220; HEK293 GLP-1R CRE-luciferase, luminescence, 4-6 h; cells express a hypersensitive GLP-1R form; Potency, µM (highest dose often 45.6 µM), without a hit: at the highest dose activation, hits mostly activators; actives 0.007% (n = 380,000); also: potency is read from the fitted curve at half-maximal effect; % of control where 0% means no effect
An asterisk follows results filed as active; i = inactive; ? = inconclusive; nt = no result given; & = joins results of further samples; [ ] = remark or other dose. Unless noted, calls follow the shape of the dose curve; as a rule, active = well fitted curve in the direction sought with a large enough effect; inconclusive = small, poorly fitted or top-dose-only effect, or another doubt; inactive = no such curve, though single readings can be large; an effect the other way counts as inactive or inconclusive.

SMILES | PI5P4Ka inh | GLP1R inv ag | IL-2 act | PLK1 PBD inh | EPAC1 ag | EPAC1 antag | PTHR1 ag | HEK293 tox | GLP1R ag
COC(=O)c1c(NC(=O)c2ccco2)sc(C)c1C | 4 | 60%[activator] | -0.8 | -24% | -9% | 5% | i | -4% | 1%
Cc1ccc(OC(C)C)c(CN(CCO)CCO)c1 | -4 | 0% | -0.5 | -5% | 4% | 4% | 8%[57.5 µM] | 2% | 9%
COc1cc(C2C(C(=O)N3CCOCC3)=C(C)NC3=C2C(=O)CCC3)ccc1OC(C)=O (configuration not stated) | nt | 6% | 0.8 | -5% | 3% | -1% | -37%[inhibitor][57.5 µM] | 3% | -2%
CNS(=O)(=O)c1cn(CC(=O)NCc2ccccc2OC)cc1S(=O)(=O)NC | 0 | 9% | -0.1 | -2% | 7% | -1% | i | -7% | 15%
Cc1cc(SCC(=O)c2cccs2)nc2c(C)cccc12 | 26 | -26% | -0.7 | -10% | 25% | 7% | i | 2% | 0%
CCOc1cc(/C=N/N=C2/NC(=O)C(CC(=O)O)S2)ccc1OS(=O)(=O)c1ccc(C)cc1 (configuration not stated) | ? | 3% | -0.2 | -9% | -5% | 13% | i | 4% | 3%
CCOc1ccc(NC(=O)c2nnn(CC(=O)Nc3ccccc3OC)c2N)cc1 | -22 | -23% | 5.2 | 3% | -4% | 11% | i | -6% | 4%
Cc1ccsc1C(=O)OCC(=O)N(C)C1CCCCC1 | 1 | ? | 1.2 | -1% | -6% | 3% | -51%[inhibitor] | -4% | -1%
CCOC1=C2CN(S(=O)(=O)c3ccc(C)cc3)[C@H](c3ccccc3)C[C@@H]2N(S(=O)(=O)c2ccccc2)[C@H](c2ccccc2)C1 | 1 | 11% | -0.7 | -5% | -9% | -15% | i | 4% | -5%
COCCCNC(=O)C1CCN(c2cc(C)nc3c(-c4ccc(OC)c(OC)c4)c(C)nn23)CC1 | nt | 3% | nt | nt | nt | nt | -23% | -5% | 1%
Oc1cccc2cc3cccc(O)c3c(O)c12 | -4 | 8% | 0.4 | ? | -8% | -17% | -17% | 5% | -10%
N#Cc1ccccc1OCC(=O)NCCNC(=O)COc1ccccc1C#N | 0 | 8% | -0.5 | -2% | -2% | 10% | i | -3% | 0%
Cc1ccc2occ(/C=N/NC(N)=S)c(=O)c2c1 | -1 | 7% | -1.3 | -10% | -14% | 4% | -79%[inhibitor] | 6% | 0%
CCOC(=O)C1(CC2CC2)CCN(S(=O)(=O)/C=C/c2ccccc2)CC1 | 3 | ? | -4.0 | 2% | -1% | -15% | -72%[inhibitor] | -4% | 12%
CCOC(=O)C1CCN(c2nc3ccccc3nc2C(C#N)C(=O)OC(C)COC)CC1 (configuration not stated) | 6 | -11% | 27 | -15% | -26% | 4% | -2% | -8% | -2%
COc1cccc(Nc2nc3cc(OC)ccc3cc2C#N)c1 | 4 | 61%[activator] | -0.4 | -2% | -5% | 0% | i | 73%[activator] | 4%
CC(C)(C)c1ccc(C(=O)N2CCC(C(=O)N3CCCCC3)CC2)cc1 | -1 | ? | 1.3 | -1% | -3% | -12% | i | -1% | 0%
O=C(CCN1C(=O)c2cccc3cccc(c23)C1=O)Nc1ccccc1 | 1 | -10% | 0.7 | 2% | -1% | 1% | 0% | 2% | 2%
COCCN1C(=O)N(c2cccc(OC)c2)C(=O)C1CC(=O)Nc1ccc(OC)cc1 (configuration not stated) | -13 | 24% | 1.6 | -3% | -6% | -17% | i | 6% | -6%
Cc1cc(=O)oc2cc(OCC(=O)NCCCN3CCOCC3)c(Cl)cc12 | 0 | 5% | -0.2 | -4% | 8% | ? | -23% | 6% | -4%
COc1ccccc1N(CC(=O)Nc1cc(C)on1)S(=O)(=O)c1cccc(C(F)(F)F)c1 | 2 | ? | 0.0 | 3% | 0% | -16% | -80%[inhibitor] | -34% | 6%
COc1cc(NC(=O)CC(c2cccs2)N2Cc3ccccc3C2=O)cc(OC)c1OC (configuration not stated) | nt | 0% | nt | nt | nt | nt | i | -11% | -1%
O=[N+]([O-])c1ccccc1SNc1ccc(Br)cn1 | -4 | -3% | -1.0 | -12% | -8% | -6% | -57%[inhibitor] | -10% | 19%
Cc1ccc(-c2nn(-c3ccccc3)cc2C(=O)NCC(c2cccs2)N2CCOCC2)cc1 (configuration not stated) | -2 | ? | -4.1 | -5% | 5% | -9% | i | 4% | -2%

Results in IL-2 act, for some of the entries so far:
SMILES,IL-2 act
Cc1ccc2occ(/C=N/NC(N)=S)c(=O)c2c1,-1.3
CCOC(=O)C1(CC2CC2)CCN(S(=O)(=O)/C=C/c2ccccc2)CC1,-4.0

Remaining list, next part:
SMILES | PI5P4Ka inh | GLP1R inv ag | IL-2 act | PLK1 PBD inh | EPAC1 ag | EPAC1 antag | PTHR1 ag | HEK293 tox | GLP1R ag
CCOC(=O)c1[nH]c2ccc(C)cc2c1N=CN(CC)CC | 3 | 3% | -1.6 | 2% | -1% | 10% | i | -17% | 2%
Cn1nc(NC(=O)C(F)(F)F)c2ncc(-c3ccccc3)nc21 | -23 | 170%[activator] | -2.6 | 5% | -20% | 3% | 4% | 13% | 5%
COc1ccc(-n2nnnc2SC(C)C(N)=O)cc1 (configuration not stated) | nt | -10% | 0.0 | -5% | 4% | 11% | i | 0% | -1%
CCCCc1nnc(NC(=O)C2CCN(c3ncnc4sc(C)c(C)c34)CC2)s1 | -5 | -20% | 1.1 | -21% | -7% | -12% | -16% | 21% | -20%
Cc1cccc(NC(=S)NCCc2ccccc2)n1 | -4 | ? | 1.0 | 34µM* | 8% | -10% | -16% | 4µM* | 16%
Cc1cc2c(SCc3ccccc3Cl)nc(N)nc2nc1C | 3 | ? | 0.1 | -1% | 12% | -1% | i | -2% | 5%
CCc1ccc2cc(C)cc(C)c2n1 | 0 | 20% | 0.0 | 3% | -4% | 26% | -15% | -1% | 2%
Cc1ccc(-n2ncc(C(=O)Nc3cc(Cl)ccc3Cl)c2C2CCNCC2)cc1 | -1 | 7.1µM* | 0.4 | -6% | -11% | -3% | -14% | 0% | 0%
Cc1cc(N/C=C(\C#N)S(=O)(=O)c2ccccc2Cl)nc(C)n1 | 3 | 10% | 10 | 6% | -2% | 1% | -29% | 4% | -6%
CCOC(=O)c1ccc(NC(=O)CCn2cnnn2)cc1 | nt | 5% | nt | nt | nt | nt | i | 4% | -6%
COc1ccc(S(=O)(=O)N2CCCC(C(=O)Nc3cccnc3)C2)cc1Cl (configuration not stated) | -50* | -23% | -0.3 | 2.7µM* | 3% | -15% | -13%[57.5 µM] | 17% | 2%
COCCn1c(C)cc(C(=O)CSc2nc3ccccc3s2)c1C | 2 | ? | -0.6 | -1% | 9% | 1% | -25% | -15% | -7%
Cn1nc(C(=O)N2CCN(c3ccc(Cl)cc3)CC2)c2c1-c1ccccc1S(=O)(=O)C2 | 3 | ? | -2.4 | -4% | 0% | ? | -32%&-53%[inhibitor] | 2%&-14% | 3%
COc1ccc(-c2nn(-c3ccccc3C)cc2CNCc2cccnc2)cc1F | 8 | -10% | 0.2 | 1% | -1% | -14% | i | -2% | 25%
Cc1ccc(-c2nc(N)sc2CC(=O)OCC(=O)NCCC(C)C)cc1 | -14 | 35%[activator] | 0.3 | -26% | -15% | -21% | i | 70%[activator] | 5%
CC1(c2ccc(F)cc2)OC(=O)c2c1ccc1ccccc21 (configuration not stated) | 6 | ? | -1.4 | -1% | 6% | -3% | -40%[inhibitor] | 6% | 12%
C=CCn1c(SCC(=O)NC(=O)NCc2ccco2)nc2sc(CC)cc2c1=O | -50* | 0% | 2.1 | -9% | 0% | 0% | -11% | -14% | 1%
CCOc1ccccc1C(=O)Nc1cc(Cl)ccc1O | 4 | 7.1µM* | -1.0 | -5% | 0% | -9% | -42% | ? | 0%
CCOC(=O)CCNC(=O)N1CCCC(N(C)CCc2ccccc2)C1 (configuration not stated) | -1 | -13% | 0.4 | -3% | -4% | -2% | -12% | -27% | -3%
CN(C)S(=O)(=O)N1CCC(Oc2ccc(C(=O)NCC(C)(C)CO)cc2)CC1 | -8 | 16% | 3.6 | -6% | 8% | 5% | i | 0% | 5%
COCCN(C(=O)COC(=O)c1ccc2c(c1)OCO2)c1c(N)n(Cc2ccccc2)c(=O)[nH]c1=O | 1 | 11% | 0.0 | -4% | 9% | 1% | -20% | -6% | -5%
C=CC[C@@H](CC(=O)N[C@H](CO)Cc1ccccc1)C(=O)N[C@@H](COC(=O)[C@@H](CC=C)CC(=O)OC(C)(C)C)Cc1ccccc1 | 12 | ? | 0.1 | -9% | -24% | -25% | i | -2% | -2%
COC(=O)c1ccc(/C=N/NC(=O)c2cccc(F)c2)cc1 | nt | 1% | -0.7 | -8% | 8% | -11% | -54%[inhibitor][57.5 µM] | 12% | -1%
CCN(C(=O)CSc1ncnc2c1cnn2-c1ccccc1)C1CCS(=O)(=O)C1 (configuration not stated) | 3 | 4% | -3.8 | -7% | -2% | -27% | -20% | -3% | 2%
Cc1ccc(Cl)cc1NC(=O)Cn1c(=O)n(Cc2ccc(C(=O)NCc3ccc4c(c3)OCO4)cc2)c(=O)c2ccccc21 | nt | 9% | nt | nt | nt | nt | -5% | -1% | -1%
CCc1cccc(NC(=O)Cc2ccc([N+](=O)[O-])cc2)c1 | 4 | -20% | 0.0 | -16% | -11% | -11% | i | -3% | 0%
O=C(Nc1nccs1)c1ccc(COc2ccccc2Cl)o1 | -2 | 12%[0.307 µM] | -0.3 | -7% | 3% | -25% | -5% | 0%[0.307 µM] | 4%

Quoted from the listing.
Under GLP1R inv ag, C=CCn1c(SCC(=O)NC(=O)NCc2ccco2)nc2sc(CC)cc2c1=O shows 0%
Under EPAC1 ag, COc1ccc(-c2nn(-c3ccccc3C)cc2CNCc2cccnc2)cc1F shows -1%
Under PTHR1 ag, CC1(c2ccc(F)cc2)OC(=O)c2c1ccc1ccccc21 (configuration not stated) shows -40%[inhibitor]

Bioassay records: PubChem BioAssay, National Center for Advancing Translational Sciences (NCATS)

The list is partial; count on the stated rates, not on these rows.
